High-throughput results from PubChem BioAssay.
T cell HTS: T cell immune modulation candidate. 2C CD8+ T cell-vesicle binding, flow cytometry; stronger effect = lower value. calls only at 7 µM. 0.068% of 330,000 active. AID 2052;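 active = response, share of CD8 T cells binding vesicles, and their 90th percentile fluorescence all below set limits, cut at about 80% in these data, passing the limit was not always enough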
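Benchmarks: naked versus QL9-loaded vesicles / Assay system: purified 2C TCR transgenic mouse naive CD8+ T cells / Technique: high-throughput flow cytometry with anti-B7-1 and anti-CD8 staining / Timing: Cell–vesicle co-incubation 1.5 h at 37 °C, staining 20 min on ice / Read-out: percent CD8+ FL2 mean versus row control / Probe or stimulus: QL9-loaded Drosophila micro-vesicles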
RSV antiviral HEp-2: inhibition of RSV-induced cytopathic effect – HEp-2 cells, primary 10 µM value included (AID 2391); one-dose CPE inhibition, % at 10 µM; IC50 in µM for titrated hits; 0.13% of 310,000 active; HEp-2 cells, RSV-induced CPE inhibition; higher % means a stronger effect; in the data active = a potency from the dose series; inconclusive = CPE inhibition mostly from about 23% at the one dose, without a potency; inactive = the rest, 99 in 100 with CPE inhibition below about 21%; note: strong numbers were not always called active
Salmonella PhoP GFP: inhibitors of PhoP regulon expression, primary screen, Salmonella Typhimurium, GFP reporter (AID 1863). S. Typhimurium PhoP-regulated promoter GFP reporter, 4 h; higher % means a stronger effect. inhibition, % at 50 µM; hits with a dose series show IC50 in µM. 0.16% of 300,000 active;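 active = inhibition over 29.93%, a cutoff 3 SD above the screen mean, later confirmed by dose response; inconclusive = inhibition over 29.93% but no dose response follow-up; inactive = inhibition at most 29.93% or unconfirmed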;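 note: 0% = low Mg2+ inducing control and 100% = high Mg2+ repressing control; strong numbers were not always called active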
TNAP activators: human TNAP enzyme activators, primary screen, biochemical, luminescent, no phosphate acceptor, uHTS (AID 1001). purified TNAP, luminescent activation assay, no phosphate acceptor; higher activation fold means a stronger effect. activation fold at 20 µM; hits with a dose series show EC50 in µM. 0.03% of 200,000 active; in the data active = activation fold from about 3, or a potency from the dose series; inactive = the rest, 99 in 100 with activation fold below about 1.6; note: many of its hits are not listed in these tables
UTI89 phage lysis: protection from phage-mediated lysis, alamar blue read-out – E. coli UTI89, K1F phage, bacterial capsule biogenesis inhibitors (AID 488966). E. coli UTI89 K1F phage lysis, alamar blue, 2 h; higher % means a stronger effect. one-dose inhibition, % at 100 µM; IC50 in µM for titrated hits. 0.02% of 340,000 active;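 active = phage lysis inhibition, versus mean bacterial control, above a set limit; inconclusive = no clear call, values can overlap the other calls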;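 note: capsule biogenesis inhibitors block K1F phage lysis so surviving cells raise fluorescence; higher fluorescence means more inhibition of phage lysis; actives were called in the ten point dose series up to 300 µM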
NTR1 ag: agonists of NTR1, primary screen, imaging, U2OS cells, beta-arrestin-GFP, high content (AID 493036) | NTR1-U2OS beta-arrestin-GFP spot imaging, agonist mode | P30989 | 0.17% of 330,000 active | activation, % at 20 µM;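 active = activation at or above 40% of the spot to cytoplasm intensity ratio, with at least 20 cells analyzed; inconclusive = wells under 20 cells, flagged as cytotoxic or low count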;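 note: 0% = DMSO without peptide and 100% = 100 nM NTR1 peptide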
Target sequence (P30989 whole entry, looked up): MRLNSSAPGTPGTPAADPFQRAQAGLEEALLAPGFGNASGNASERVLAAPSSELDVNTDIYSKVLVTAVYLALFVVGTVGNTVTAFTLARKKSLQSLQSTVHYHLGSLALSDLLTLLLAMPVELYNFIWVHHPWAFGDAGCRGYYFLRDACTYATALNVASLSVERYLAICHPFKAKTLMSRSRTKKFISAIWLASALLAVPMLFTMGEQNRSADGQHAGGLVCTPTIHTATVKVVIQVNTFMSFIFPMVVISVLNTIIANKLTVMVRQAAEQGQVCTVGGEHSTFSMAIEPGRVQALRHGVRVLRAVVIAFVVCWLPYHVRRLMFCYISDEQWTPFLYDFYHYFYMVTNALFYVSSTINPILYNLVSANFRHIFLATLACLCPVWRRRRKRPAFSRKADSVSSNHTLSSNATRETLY
MgcRacGAP inhibition: MgcRacGAP GTPase-activating activity inhibitors, confirmation, biochemical, ADP Hunter fluorescence; MgcRacGAP-stimulated Rac1 GTP hydrolysis, ADP Hunter fluorescence; higher % means a stronger effect; GST-tagged Rac1 F28L mutant substrate; one-dose inhibition, % at 30 µM; IC50 in µM for titrated hits; 0.6% of 340,000 active; AID 624330;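 active = first-screen hits whose inhibition reached a set limit at any dose in the follow-up dose series; inconclusive = inhibition above the set first-screen limit but never retested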;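 note: fluorescence reports GDP produced by GAP-driven GTP hydrolysis; strong numbers were not always called active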
SV40 large T antigen: TAg ATPase/helicase activity blockers – biochemical (AID 1903); inhibition, % at 20 µM, or IC50 in µM where a hit was titrated; 0.39% of 310,000 active; SV40 large T antigen ATPase/helicase inhibition assay; higher % means a stronger effect; in the data active = a potency from the dose series; inconclusive = inhibition mostly from about 32% at the one dose, without a potency; inactive = the rest, 99 in 100 with inhibition below about 32%; note: strong numbers were not always called active
Myeloid diff 2: myeloid differentiation induction; calls only at 10 µM; ER-HoxA9 myeloid progenitors, lysozyme-GFP differentiation, flow cytometry; 1% of 360,000 active; AID 624256;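 active = normalized GFP-positive differentiation at or above the plate's own cutoff, the solvent-only control mean plus 3 SD; inconclusive = no clear call, values can overlap the other calls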;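 note: cells exposed to compound for four days before flow analysis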
T cell HTS vesicle-bound %: recorded beside T cell HTS, whose call it bears; double positive events, %; measured here: CD8+ vesicle-bound cell fraction;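 binding gate set so that unloaded-vesicle control wells show 10% double positive cells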
NTR1 ag cell count 20 µM: second read-out of NTR1 ag, no call of its own (marks repeat the call); cell count; measured here: cell count, cytotoxicity flag
Myeloid diff 2 GFP+ MAC1+ %: further read-out of Myeloid diff 2, marked with its call; GFP+ MAC1+ double positive, %; measured here: differentiation confirmed by MAC1 staining
* = called active by the depositor; i = inactive; ? = inconclusive; / = not tested or not shown; [ ] = another dose, or the depositor's remark.

Molecule	T cell HTS	T cell HTS vesicle-bound %	RSV antiviral HEp-2	Salmonella PhoP GFP	TNAP activators	UTI89 phage lysis	NTR1 ag	NTR1 ag cell count 20 µM	MgcRacGAP inhibition	SV40 large T antigen	Myeloid diff 2	Myeloid diff 2 GFP+ MAC1+ %
Cc1n[nH]c(=S)n(NC(=O)/C=C/C(=O)Nn2c(=S)[nH]nc(C)c2=O)c1=O	/	/	/	1%	1	-0.1%	/	/	12%	37%	i	0.3
COc1ccc2[nH]c3c(c2c1)CCN1C(=O)C(CC(=O)NCCN2CCOCC2)C[C@H](C(=O)N2CCOCC2)[C@@]31C (stereo not given in full)	/	/	/	/	/	0.4%	0.0	57	3%	/	i	0.9
C1=CN2CCC1C(c1ccccc1)C2 (stereo not given)	i	41	0.6%	12%	1.2	0.1%	0.7	50	-3%	21%	i	3.3
Cc1cc2nc(-c3ccc(NC(=O)C(C)C)cc3)oc2cc1C	i	50	39µM*	-5%	1.1	4.4%[50 µM]	1.4	58	4%	6%	i	0.6
CCOc1c2ccc(C(=O)NCC34CC5CC(CC(C5)C3)C4)cc2nn1CC	i	17	2.7%	2%	1.1	1.1%	-2.9	59	-4%	8%	i	0.0
Cc1nn2c(N)c(-c3ccccc3)cnc2c1-c1ccc(Cl)cc1	i	46	?	1%	/	0.6%	7.7	88	2%	7%	i	0.6
COc1c(OC)c2[nH]c(=O)cc3c4ccccc4n(c1=O)c23	i	34	/	0%	/	-1.9%	-2.8	104	-4%	6%	i	3.0
c1ccc(C2[C@H]3CN(CC4CCCCC4)[C@H](c4ccccc4)C34CC2(c2ccccc2)C4)cc1 (stereo not given in full)	i	41	1.0%	-6%	/	1.8%	-1.2	62	9%	3%	i	0.7
C/C(=N/NC(=O)CSc1nc2ccccc2n1C)c1ccncc1	i	35	0.7%	6%	1.1	-0.2%	-0.6	35	9%	1%	i	0.4
C=C(C)c1cccc(C(C)(C)NC(=O)N2CCN(c3ccccc3)CC2)c1	i	32	/	-9%	/	0.1%	-0.2	38	7%	23%	i	0.7
COc1ccc(CN(CCC#N)CCC2(c3ccccc3)CC(C)N(C)CC2C)cc1OC (stereo not given)	i	36	-0.5%	-14%	/	0.5%	-0.9	43	11%	6%	i	0.4
CN1CCN(c2nc(-c3ccccc3)ncc2S(C)(=O)=O)CC1	i	31	1.2%	18%	/	0.1%	0.2	87	5%	-6%	i	0.5
CCOC(=O)c1cc2c(s1)-c1c(C)cccc1OC2	i	16	1.4%	1%	1.1	2.1%	4.5	54	3%	6%	i	4.7
CCc1ccccc1N(CC(=O)NCC1CCCO1)C(=O)CCC(=O)Nc1nccs1 (stereo not given)	i	19	0.0%	8%	/	0.6%	-0.3	44	3%	4%	i	0.2
COC(=O)c1cc(NC(=O)/C=C/c2ccc3c(c2)OCO3)cc(C(=O)OC)c1	i	36	16%	3%	1.1	-0.1%	11	90	1%	2%	i	1.8
O=C1c2cccc3cccc(c23)C(=O)N1OS(=O)(=O)c1ccccc1	i	45	11%	2%	1	-0.1%	0.1	60	6%	-1%	i	1.8
C/C(=N\NC(=O)C(=O)Nc1c(C)n(C)n(-c2ccccc2)c1=O)c1ccc(Cl)s1	i	33	7.5%	-9%	/	0.4%	2.1	52	5%	2%	i	0.0
CCOc1ccccc1N(CC(=O)N1CCCC1)S(C)(=O)=O	i	42	1.5%	8%	/	-1.6%	-0.2	66	11%	8%	i	0.8
C/C(=N\NC(=O)COc1cccc(C)c1)c1ccc2ccccc2c1O	i	21	21%	-8%	/	-0.2%	2.2	80	1%	13%	i	1.1
COc1ccc(S(=O)(=O)N2CCOCC2)cc1NC(=O)CCCOc1ccc(Cl)cc1C	i	12	0.9%	/	/	-0.9%[50 µM]	-0.9	50	-1%	/	i	0.5

Additional structures follow.
Molecule	T cell HTS	T cell HTS vesicle-bound %	RSV antiviral HEp-2	Salmonella PhoP GFP	TNAP activators	UTI89 phage lysis	NTR1 ag	NTR1 ag cell count 20 µM	MgcRacGAP inhibition	SV40 large T antigen	Myeloid diff 2	Myeloid diff 2 GFP+ MAC1+ %
Cc1cc(C)cc(NC(=O)C2C3C=CC(O3)C2C(=O)O)c1 (stereo not given)	i	60	3.5%	4%	/	1.7%	0.3	58	12%	9%	i	0.1
Cc1cc(Oc2ccc(-c3ccccc3)cc2)n2ncnc2n1	i	9	2.1%	-6%	1	-1.4%	1.5	72	23µM*	8%	i	1.0
Cc1cccc(C(=O)OCC(=O)NN2C(=O)NC3(CCC(C)CC3)C2=O)c1O (stereo not given)	i	41	2.0%	4%	/	1.6%[50 µM]	0.0	53	1%	5%	i	0.6
COc1ccc2c(C)nc(Nc3nc(-c4ccccc4)cc(=O)[nH]3)nc2c1	i	21	1.8%	-9%	/	0.2%[50 µM]	14	53	-3%	22%	?	/
COc1ccc(Nc2nc(-c3sc(C)nc3C)cs2)c(OC)c1	i	58	-0.6%	6%	/	0.2%	5.9	54	12%	24%	?	/
CCOc1ccc(NS(=O)(=O)c2ccc3[nH]c(=O)cc(C(=O)O)c3c2)cc1	i	59	0.3%	2%	1.2	-0.1%	-2.3	73	7%	7%	i	0.1
CCOC(=O)C1CCN(C(=O)C2CCCCC2)CC1	i	43	0.9%	0%	1	0.6%	0.1	83	3%	8%	i	0.5
Cc1ccc(-n2[nH]c(C)c(C=NCc3ccncc3)c2=O)cc1	i	47	0.6%	6%	/	0.1%	1.3	55	3%	12%	i	0.4
Cc1ccc(/C=C2/SC(=S)N(CCCC(=O)Nc3ccc(O)cc3)C2=O)cc1	/	/	/	-5%	1	0.5%	5.5	106	11%	6%	/	/
N#C/C(C(=O)Oc1ccccc1)=C1/Nc2ccccc2-c2ccccc21	/	/	/	-5%	1	-0.6%	1.3	51	0%	0%	/	/
CCOc1ccccc1NC(=O)C(Sc1ccccc1)c1ccccc1 (stereo not given)	i	30	9.6%	0%	1.1	0.0%	6.0	57	8%	4%	i	0.6
Cc1cccc(-c2cccc(NC(=O)C3CCCN(C(=O)c4ocnc4C)C3)c2)c1 (stereo not given)	i	5	15%	2%	/	0.0%[50 µM]	2.1	59	5%	8%	i	0.8
Cc1ccc(C(=O)N2CCCC(N3CCN(c4ccccc4F)CC3)C2)s1 (stereo not given)	i	7	1.2%	3%	/	-0.1%	0.2	67	0%	-3%	i	0.5
O=C(NC(=S)NNS(=O)(=O)c1ccccc1)c1ccc([N+](=O)[O-])cc1	i	33	1.0%	-9%	1.2	0.5%	2.8	56	14%	?	i	0.3
O=C(CCc1ccc(O)cc1)c1c(O)cc(O)cc1O[C@@H]1O[C@H](CO)[C@@H](O)[C@H](O)[C@H]1O	i	13	1.2%	0%	/	3.0%	0.8	60	22%	36%	i	1.0
CCOC(=O)c1cnn(-c2ccccc2)c1-c1ccncc1	i	32	1.8%	-1%	/	-0.2%	-0.3	90	6%	0%	i	0.6
O=C(Cc1ccccc1)Nc1ncccn1	i	32	1.4%	/	/	2.1%	-1.9	75	8%	18%	i	1.1
Cc1ccc(OCC(=O)NNC(=S)NC(=O)c2cccs2)c(C)c1	i	55	2.6%	-6%	/	0.0%	5.4	70	-2%	31%	i	0.6
CCN1C(=O)Cc2cc(S(=O)(=O)N3CCOCC3)ccc21	i	31	1.2%	0%	1	0.1%	-2.4	46	-2%	1%	i	0.4
COc1ccc(N2CCN(c3nc4ccccc4n3CC(=O)c3ccccc3)CC2)cc1	i	38	0.9%	2%	1.1	-0.1%	1.0	78	5%	4%	i	0.6

Later entries:
Molecule	T cell HTS	T cell HTS vesicle-bound %	RSV antiviral HEp-2	Salmonella PhoP GFP	TNAP activators	UTI89 phage lysis	NTR1 ag	NTR1 ag cell count 20 µM	MgcRacGAP inhibition	SV40 large T antigen	Myeloid diff 2	Myeloid diff 2 GFP+ MAC1+ %
Cc1ccc(S(=O)(=O)N2CCN(c3ccc([N+](=O)[O-])c(NCCN4CCOCC4)c3)CC2)cc1	i	48	12%	-3%	1	1.5%[50 µM]	-0.9	52	6%	10%	i	0.0
CCN(c1cccc(C)c1)S(=O)(=O)c1c(C)[nH]c(=O)[nH]c1=O	i	17	-1.1%	4%	1.1	5.2%	1.4	38	-2%	-2%	i	0.6
O=c1c2cc(Cl)ccc2nc(-c2ccc([N+](=O)[O-])cc2)n1O	i	67	-3.1%	-8%	1.1	-1.2%	-0.7	36	5%	-2%	i	0.3
CC12CCC(=O)N1C(C(=O)Nc1nc3c(F)cc(F)cc3s1)CS2 (stereo not given)	i	18	3.0%	8%	/	2.4%[50 µM]	2.4	58	5%	20%	i	1.0
CC1(Cc2ccc3c(c2)OCO3)NC(=O)NC1=O (stereo not given)	i	18	1.0%	11%	1	-0.4%	-1.5	63	-4%	2%	i	1.7
O=C(CCC(=O)NC1CC1)Nc1nnc(C2CCCCC2)s1	i	44	1.4%	-4%	1.1	2.1%	6.3	57	10%	10%	i	0.1
N#CCCN(C(=O)COc1ccc(F)cc1Br)c1ccccc1F	i	29	0.5%	10%	1.1	0.2%	-0.6	67	11%	-17%	i	0.6
Cc1nnc(N/N=C/c2c(Cl)cccc2Cl)n1N	i	17	0.6%	-2%	1	1.3%	1.4	48	-5%	-6%	i	0.6
Cc1ccc(S(=O)(=O)Cn2nnnc2C(C(C)C)N2CCC(O)CC2)cc1 (stereo not given)	i	16	1.5%	-1%	/	0.0%	0.3	48	6%	6%	i	0.4
Cc1noc(C)c1COc1ccc(C(=O)OCC(=O)Nc2ccc3ccccc3c2)cc1	i	31	0.8%	-9%	1.1	0.0%	0.8	84	8%	7%	i	2.0
O=C(Nc1cccc(S(=O)(=O)N2CCOCC2)c1)c1cc2ccccc2o1	i	27	7.9%	-8%	/	0.1%	-1.2	55	4%	15%	i	0.3
Cc1ccccc1OCC(=O)NCC(C)(C)N1CCOCC1	i	56	-2.1%	9%	/	-1.2%	0.8	63	7%	16%	i	0.1
COc1ccc(S(=O)(=O)N2Cc3ccccc3CC2C(=O)Nc2ccc(O)cc2)cc1OC (stereo not given)	i	31	-0.6%	8%	1.1	0.3%	0.7	48	29%	27%	i	2.7
O=C(Nc1ccccc1N1CCOCC1)c1ccccc1NS(=O)(=O)c1ccc(F)c(F)c1	i	52	14%	0%	1.2	3.8%	-1.8	62	-1%	9%	i	0.9
